# Vif-A3G inh – qHTS for Inhibitors of Vif-A3G Interactions: qHTS; DNA dC->dU-editing enzyme APOBEC-3G (Homo sapiens), Q9HC16; Potency, µM (titrated, usually from 46.1 µM), inactives show at the highest dose activity, negative = active, hits mostly inhibitors; 0.076% of 410,000 active; HeLa A3G-eYFP + Vif (tagged APOBEC3G with the HIV-1 protein that degrades it), YFP fluorescence, overnight; AID 602310, 2012;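 also: % is scaled to controls: 0 for no effect and ±100 for the full control effect; nearly all actives have a fitted effect of over 60% in size; hits raise eYFP signal because A3G escapes Vif-driven loss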
#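 HeLa cells stably expressing Vif and C-terminally eYFP-tagged A3G, seeded overnight at 37 deg C, then exposed to compound by pintool overnight at 37 deg C. Rise in yellow fluorescence (Ex 488/Em 500-530, Acumen) marks blocked Vif-driven A3G degradation.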
# 12-LOX inh – Primary qHTS assay for inhibitors of human arachidonate 12S-lipoxygenase (ALOX12): Round 2. AID 1671190, 2021. Polyunsaturated fatty acid lipoxygenase ALOX12 (Homo sapiens), P18054. 1.1% of 580,000 active. Potency, µM (top dose mostly 108 µM), inactives show at the highest dose activity change, negative = inhibition, hits mostly inhibitors. purified 12hLO, xylenol orange hydroperoxide absorbance; also: % is scaled to controls: 0 for no effect and ±100 for the full control effect
#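 Hydroperoxide product was detected by ferrous iron/xylenol orange as the 573 to 405 nm absorbance ratio. Arachidonic acid at 40 uM (final) was turned over for 30 min at room temperature by 150 nM human 12hLO, pH 7.0 Hepes buffer, after 15 min compound preincubation.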
# TrxR1 substrate – qHTS Assay for Substrates of Mammalian Selenoprotein Thioredoxin Reductase 1 (TrxR1): qHTS | 0.01% of 390,000 active | Potency, µM (doses to about 114 µM), inactives show at the highest dose activity change, negative = substrate turnover | purified TrxR1 substrate turnover, NADPH consumption readout; also: % is scaled to controls: 0 for no effect and ±100 for the full control effect; nearly all actives have a fitted effect of over 50% in size
#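 Rat TrxR1, dispensed at 90 nM, was prereduced with 400 uM NADPH (final) for 5 min at ~22 deg C, then incubated with compound 15 min before 400 uM selenite. A first-read NADPH fluorescence drop versus no-compound background flagged substrates.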
# RXFP1 agonist – qHTS Assay for Agonists of the Relaxin Receptor RXFP1. AID 2676, 2010. HEK293T-RXFP1 cAMP TR-FRET, 30 min; response scale: percent of porcine relaxin response, buffer zero. Potency, µM (doses to about 57.5 µM), inactives show at the top dose activation, most hits filed as activators. 0.3% of 370,000 active; also: % is scaled to controls: 0 for no effect and ±100 for the full control effect; nearly all actives have a fitted effect of over 60% in size; many of its hits are not listed in these tables
#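 HEK293 cells stably expressing RXFP1, treated 30 min at 37C with compounds plus PDE4 inhibitor Ro 20174; cAMP measured by HTRF TR-FRET. Normalized to buffer and 29 nM porcine relaxin; EC50 by Hill fit.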
# rTrxR1 inhibitor – qHTS Assay for Inhibitors of Mammalian Selenoprotein Thioredoxin Reductase 1 (TrxR1): qHTS | Thioredoxin reductase 1, cytoplasmic (Rattus norvegicus), O89049 | recombinant rTrxR1, NADPH fluorescence consumption, selenite substrate | Potency, µM (highest dose often 114 µM), inactives show at the highest dose activity change, negative = inhibition, most hits filed as inhibitors | 1% of 390,000 active; also: % is scaled to controls: 0 for no effect and ±100 for the full control effect; nearly all actives have a fitted effect of over 65% in size
#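 Rat TrxR1 (90 nM in the dispensed reagent) was pre-reduced with 400 uM NADPH for 5 min at room temperature, then incubated with compound for 15 min. After 400 uM selenite was added, NADPH fluorescence (Ex 340/Em 450 nm) was followed for 8 min.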
# Vif-APOBEC3F blk – qHTS for Inhibitors of Vif-A3F Interactions: qHTS; HeLa A3F-eYFP + Vif (tagged APOBEC3F with the HIV-1 protein that degrades it), YFP fluorescence increase; Potency, µM (doses to about 46.1 µM), without a hit: at the top dose activity, negative = active; 0.2% of 390,000 active; AID 602313, 2012; also: % of control where 0% means no effect; nearly all actives have a fitted effect of over 65% in size
#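 HeLa cells stably expressing Vif plus C-terminally eYFP-tagged A3F were seeded, incubated overnight at 37 deg C, dosed with compound, incubated overnight again at 37 deg C. Yellow fluorescence (Ex 488/Em 500-530) reported blocked Vif-mediated A3F-eYFP degradation.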
# IDH1 R132H inh – qHTS for Inhibitors of mutant isocitrate dehydrogenase 1 (IDH1): qHTS; 0.093% of 390,000 active; IDH1-R132H enzyme, NADPH consumption, diaphorase/resazurin fluorescence; AID 602179, 2012; Isocitrate dehydrogenase [NADP] cytoplasmic (Homo sapiens), O75874; Potency, µM (top dose mostly 76.6 µM), without a hit: at the highest dose activity change, negative = inhibition, actives largely listed as inhibitors; also: % is scaled to controls: 0 for no effect and ±100 for the full control effect; nearly all actives have a fitted effect of over 65% in size
#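 IDH1-R132H (0.5 ug/mL) preincubated 30 min with compound, then NADPH (0.016 mM) and alpha-KG (2 mM) added; 80 min at RT, pH 7.5. Remaining NADPH coupled via diaphorase/resazurin to fluorescence (540/590 nm); concentration-response curves normalized to no-enzyme control.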
# RGS4 inhibitor – Inhibitors of Regulator of G Protein Signaling (RGS) 4: qHTS; Regulator of G-protein signaling 4 (Homo sapiens), P49798; Potency, µM (titrated, usually from 114 µM), inactives show top-dose activity change, negative = inhibition, hits mostly inhibitors; 0.039% of 390,000 active; Transcreener GDP fluorescence polarization, RGS4-accelerated GTP hydrolysis; also: % is scaled to controls: 0 for no effect and ±100 for the full control effect; nearly all actives have a fitted effect of over 75% in size; some results filed as inactive show a strong effect at the top dose
# Target sequence (P49798 whole entry, looked up): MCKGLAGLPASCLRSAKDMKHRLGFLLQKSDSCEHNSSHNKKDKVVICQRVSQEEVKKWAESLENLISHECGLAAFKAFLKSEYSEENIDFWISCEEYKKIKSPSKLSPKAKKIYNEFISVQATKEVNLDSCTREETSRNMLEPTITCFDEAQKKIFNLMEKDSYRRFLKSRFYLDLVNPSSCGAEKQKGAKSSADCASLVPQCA
#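 MLSMR compounds (23 nl, pin-transferred) preincubated 10 min at room temperature with a 500nM (2x) first reagent, then RGS4 at 900nM (2x) plus Transcreener GDP mix added; fluorescence polarization (620/688 nm) read before and after 90 min at 30 °C.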
# USP1-UAF1 inh – Inhibitors of USP1/UAF1: Primary Screen; Ubiquitin carboxyl-terminal hydrolase 1 (Homo sapiens), O94782; recombinant USP1/UAF1, Ub-Rhodamine cleavage fluorescence; Potency, µM (titrated, usually from 57.1 µM), for inactives: top-dose activity change, negative = inhibition, most hits filed as inhibitors; 0.23% of 390,000 active; AID 743255, 2014; also: % is scaled to controls: 0 for no effect and ±100 for the full control effect; nearly all actives have a fitted effect of over 60% in size; inactives centre near -12
# Target sequence (O94782 whole entry, looked up): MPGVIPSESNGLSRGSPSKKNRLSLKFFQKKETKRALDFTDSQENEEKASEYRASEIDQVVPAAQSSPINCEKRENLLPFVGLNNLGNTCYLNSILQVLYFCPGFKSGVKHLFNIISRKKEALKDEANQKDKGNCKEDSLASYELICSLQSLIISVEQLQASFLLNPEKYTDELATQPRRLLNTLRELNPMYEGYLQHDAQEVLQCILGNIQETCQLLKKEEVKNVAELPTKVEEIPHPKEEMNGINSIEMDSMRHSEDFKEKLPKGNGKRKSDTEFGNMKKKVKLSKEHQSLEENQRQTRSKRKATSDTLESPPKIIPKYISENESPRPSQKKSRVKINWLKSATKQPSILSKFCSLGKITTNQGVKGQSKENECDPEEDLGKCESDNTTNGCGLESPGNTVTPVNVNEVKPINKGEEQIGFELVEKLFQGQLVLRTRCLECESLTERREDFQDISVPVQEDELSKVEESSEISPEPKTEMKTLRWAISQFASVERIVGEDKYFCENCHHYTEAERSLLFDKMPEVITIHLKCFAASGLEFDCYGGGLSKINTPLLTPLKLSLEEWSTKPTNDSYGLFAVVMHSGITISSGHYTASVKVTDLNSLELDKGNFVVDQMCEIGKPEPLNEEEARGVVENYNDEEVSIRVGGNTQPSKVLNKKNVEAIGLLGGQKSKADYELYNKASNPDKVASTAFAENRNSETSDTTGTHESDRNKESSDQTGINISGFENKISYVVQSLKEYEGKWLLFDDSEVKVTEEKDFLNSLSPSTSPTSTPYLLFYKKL
#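 In this screen, compounds sit with the deubiquitinase complex (1nM) for 15 min at room temperature before Ub-Rho is added at 150nM final. Fluorescence rise is then followed for 6 reads every 60 seconds.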
# An asterisk follows results filed as active; ? = inconclusive; · = not tested or not shown; & = joins results of further samples; ! = repeats disagree; [ ] = another dose, or the depositor's remark. Calls follow the shape of the dose curve; as a rule, active = well fitted curve in the direction sought with a large enough effect; inconclusive = small, poorly fitted or top-dose-only effect, or another doubt; inactive = no such curve, though single readings can be large; an effect the other way counts as inactive or inconclusive. Potency is read from the fitted curve at half-maximal effect. These rows are one share of the data; count on the stated rates, not on these rows.
# Under each structure – Vif-A3G inh | 12-LOX inh | TrxR1 substrate | RXFP1 agonist | rTrxR1 inhibitor | Vif-APOBEC3F blk | IDH1 R132H inh | RGS4 inhibitor | USP1-UAF1 inh
CCCCCN(C(=O)CN1CCC(Cc2ccccc2)CC1)c1c(N)n(CCCC)c(=O)[nH]c1=O
  -1.7% | -17.7% | 5.8% | 0.4% | 22.8% | ? | -5.6% | 10.9% | -6.1%
Cn1c(CN2CCOCC2)nnc1SCC(=O)Nc1ccc2c(c1)OCCO2
  2.2% | -4.5% | 3.2% | 0.1% | 9.0% | -7.7% | 9.3% | -18.1% | -9.2%
COc1ccc(Cl)cc1NC(=O)[C@@H]1CCCN1C(=O)c1cccs1
  0.2% | -25.4% | -4.4% | 0.7% | -2.0% | 4.1% | 3.0% | 8.6% | -9.5%
CC(C)CN1C(=O)NC2(CCCc3ccccc32)C1=O (stereo not given)
  0.5% | · | 4.4% | -0.2% | 22.2% | -15.4% | -8.2% | -10.0% | -20.6%
COc1cc2c3nnc(-c4ccc(F)cc4)c-3cn(Cc3ccccc3)c2cc1OC
  ? | ? | 10.5% | 1.1% | -5.8% | ? | 11.9% | ? | 31.6µM*
CC(C)Nc1ncnc2ccc(Br)cc12
  4.0% | -8.8% | -0.6% | 10.5% | -11.1% | -5.5% | 2.9% | 5.7% | -21.9%
CC(=O)c1ccc(-n2c(CCC(=O)O)ccc2-c2cccs2)cc1
  -1.4%&0.7% | ? | 2.9%&3.5% | -0.3%&-1.4% | 31.6µM* | -8.0%&2.3% | -25.4%&-7.4% | ? | -22.7%&-2.7%
O=S(=O)(c1ccc(Cl)c(C(F)(F)F)c1)N1CCN(c2ccccn2)CC1
  0.5% | -17.3% | 5.2% | -0.9% | 24.7%[57.1 µM] | -0.5% | 4.9% | ? | -8.6%
O=C(NCc1nc2ccccc2[nH]1)C1=C[C@@H](C2CC2)C[C@@H](OCc2ccc(CO)cc2)O1
  -2.1% | 6.5% | -4.7% | -1.9% | 6.5% | 0.7% | -6.9% | 14.2% | -9.1%
COc1ccc(C(c2nnnn2C(C)(C)C)N2CCN(C(=O)c3ccco3)CC2)cc1 (stereo not given)
  1.0% | 0.6% | -5.4% | -2.3% | 13.8%[57.1 µM] | -11.0% | 9.9% | 35.9% | -4.3%
CCCCCn1c(=N)c(S(=O)(=O)c2ccccc2)cc2c(=O)n3cccc(C)c3nc21
  1.6% | 0.0% | 8.1% | 7.5% | 16.9% | 2.2% | -3.2% | 1.1% | -31.1%
C=Cc1c(C)c2cc3[nH]c(cc4nc(cc5nc(cc1[nH]2)C(C)=C5CCC(=O)O)C(CCC(=O)O)=C4C)c(C)c3C=C
  1.6%&1.8% | 17.5% | 11.2%[57.1 µM] | -6.2% | 5.32µM*! | 1.6%&-7.9% | ? | 9.47µM*! | ?
O=[N+]([O-])c1cccnc1Sc1n[nH]c(-c2ccc(Cl)cc2)n1
  -5.3% | 0.0% | 4.3% | -1.7% | 14.0% | 0.7% | 3.4% | 32.4% | 4.3%
COc1ccc2c(CC(=O)OCC(=O)Nc3ccc(C)cc3)coc2c1
  6.4% | 18.8% | -8.4% | -0.4% | -3.3% | 0.4% | 0.3% | -14.2% | -27.9%
CC[C@@]1(C(=O)OC)N[C@H](CN(C)C(=O)Nc2ccc(C)cc2)[C@@H]2C(=O)N(Cc3ccccc3)C(=O)[C@@H]21
  0.5% | -24.4% | 8.9% | · | 36.4% | -0.8% | 1.3%[38.3 µM] | -11.3% | -16.0%
COc1ccc(CCN2CC(C(=O)OCC(=O)Nc3c(C)nn(-c4ccccc4)c3C)CC2=O)cc1OC (stereo not given)
  -6.3% | -4.5% | -0.3%[57.1 µM] | 0.2% | -3.1%[57.1 µM] | 7.0% | -12.4% | -9.8% | -7.0%
CCC(C)N1CCCC1C(=O)Nc1c(C)cc(C)cc1C (stereo not given)
  -0.3% | 0.0% | -6.7% | -0.2% | 7.5% | -12.4% | 7.2% | -26.2% | -20.5%
COc1ccc(CNC(=O)c2ccc(SC)cc2OC)cc1
  0.7% | 6.4% | -8.0% | 1.1% | 1.0% | 4.6% | 2.7% | -8.7% | -13.6%
O=C(O)CC(NC(=O)C1c2ccccc2Oc2ccccc21)c1ccc(Cl)cc1 (stereo not given)
  -8.3% | ? | 9.1% | 1.0% | 20.0% | -17.5% | -6.2% | -9.0% | -12.2%
Nc1nonc1-n1nnc(C(=O)N/N=C/c2cccs2)c1-c1ccc2c(c1)OCO2
  1.1% | 25.6% | 8.9% | 1.9% | 29.0% | 0.0% | 12.5% | -18.8% | -18.8%
O=C(NNc1nc2cc3c(cc2s1)OCCO3)c1ccccc1
  -5.1% | 9.8% | 4.3%[57.1 µM] | -1.9% | 2.3% | -1.6% | 0.5% | -0.5% | -22.0%
CCCn1c2ccccc2c2cnn(CC(=O)NCCCN(CC)c3ccccc3)c(=O)c21
  11.5% | -3.9% | 1.6% | -2.3% | 28.9% | 3.7% | -18.2% | 9.5% | -16.5%
O=C(CC(CC(=O)c1ccccc1)c1ccccn1)c1ccccc1
  0.0% | -4.8% | -2.7%[2.29 µM] | · | -7.3%[57.1 µM] | -1.9% | 1.3% | 24.4% | -2.4%
CC1CCC(NC(=O)C2CC(=O)N(c3ccc4c(c3)OCCO4)C2)CC1 (stereo not given)
  -5.5% | -1.4% | 6.4%[57.1 µM] | -2.5% | 5.6%[11.4 µM] | 0.0% | -2.6% | -18.9% | -4.4%
C#CCN(C[C@@H]1[C@@H](OC(=O)NC2CC2)[C@@H](OC(=O)NC2CC2)CN(C(=O)OC(C)C)N1C(=O)OC(C)C)S(=O)(=O)c1ccc(C)cc1
  2.0% | -0.1% | · | · | · | -17.2% | -3.3% | · | -3.2%
c1ccc2c(c1)CCCN2c1nc2ccccc2n2cnnc12
  0.6% | 1.0%[57.4 µM] | -9.0% | 5.4% | 11.0% | -6.2% | 9.9% | 20.5% | -13.4%
Cc1c(NC(=O)Nc2ccc(Cl)c(Cl)c2)sc2nc3n(c(=O)c12)CCC(C)CC3 (stereo not given)
  1.3% | -21.6% | -2.3% | -0.1% | 17.5% | -17.7% | -14.8% | -19.8% | -13.2%
Cc1ccc(C)c(N2CCN(C(=O)CCC(=O)N3CCOc4ccc(Cl)cc43)CC2)c1
  2.7% | 35.9%[activator] | -6.1%[57.1 µM] | 7.6% | -1.0%[57.1 µM] | -3.5% | -0.6% | 5.8% | -20.7%
CS(=O)(=O)N1CCC(C(=O)NCc2ccc(F)cc2)CC1
  1.5% | -0.3% | -0.3% | 2.2% | 20.4% | 3.6% | -15.2% | 29.7%[56.9 µM] | -19.1%
CCCn1ccnc1SC(C)C(=O)Nc1c(C)n(C)n(-c2ccccc2)c1=O (stereo not given)
  -1.3% | -10.5% | 3.5% | -0.7% | 11.3% | -7.3% | 3.9% | -19.7% | -16.6%
CC(OC(=O)c1ccccc1N1C(=O)C2C3CCC(C3)C2C1=O)C(=O)c1ccccc1 (stereo not given)
  1.0% | -26.3% | -4.1% | 1.7% | -1.4% | -4.7% | -0.4% | 3.2% | 4.0%
COCC(=O)Nc1cc([N+](=O)[O-])ccc1C
  -0.2% | 4.9% | -1.0% | -0.4% | 12.4% | -0.7% | -3.3% | -3.7%[11.4 µM] | -0.7%
CCN(C(=O)CN1CCN(C)CC1)c1c(N)n(Cc2ccccc2)c(=O)[nH]c1=O
  1.8% | -8.7% | 6.4% | 0.3% | 7.2% | 9.1% | 1.8% | -9.9% | -12.4%
CCN(CC)c1ccc(-c2n[nH]c(=S)n2-c2ccccc2C)cc1
  -11.9% | 0.0% | 9.9% | -4.3% | -2.4% | -0.6% | 1.8% | -6.8% | -19.1%
O=c1cc(COn2nnc3ccc(C(F)(F)F)cc32)nc2sccn12
  -0.8% | 41.9%[activator] | 5.1%[57.1 µM] | 2.4% | 0.4%[57.1 µM] | 8.6% | 3.0% | -8.1% | -22.0%
COc1ccc(C)cc1NC(=O)CNCc1cccs1
  1.1% | 6.1% | 7.3% | -0.2% | 20.8% | -5.0% | 13.5% | -6.2% | -13.5%
O=C(NC1CC1)c1cccc(Oc2ccccc2)c1
  -0.3% | ? | 9.0%[57.1 µM] | 0.5% | 16.7%[57.1 µM] | 0.8% | 1.9% | 16.5% | 0.2%

# Screening data (PubChem BioAssay)
